Compound activity from PubChem BioAssay.
Platelet DG rel = modulates dense granule release in human platelets; human platelet-rich plasma, SFLLRN dense granule ATP release, luminescence; inhibition, %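 (compounds screened at 7.5 µM in platelet-rich plasma)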; 0.22% of 300,000 active;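 active = mean replicate score, as percent of positive control, at or above 50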
MrgX1 antag = human MrgX1 receptor antagonism, primary screen. 1.3% of 310,000 active. Q96LB2. B-score at 10 µM. MRGX1-HEK293 calcium flux, Fluo-4, BAM8-22 antagonism; stronger effect = lower value;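 active = calcium-response B-score plate-corrected more than 3 library SD below zero, starting fluorescence within 5 deviations, no agonist response on first addition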;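 also: peak minus trough fluorescence over baseline after final BAM8-22 challenge near maximal dose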
TRPC4 block = blocks the mouse TRPC4 cation channel. B-score at 10 µM. 0.39% of 300,000 active. Q9QUQ5. HEK293 TRPC4beta/mu-opioid, DAMGO-evoked Fluo4 calcium flux; stronger effect = lower value;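 active = B-score over 3 SD under the library average, no early fluorescence shift, positive overall ratio signal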
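Assay system: HEK293 cells with stable TRPC4beta plus mu-opioid receptor expression; Probe or stimulus: DAMGO in two steps, submaximal then maximal; Dosing: single-point compound dosing; Measured by: Fluo4 calcium-dye fluorescence, kinetic read; Read-out basis: B score from integrated Fluo4 fluorescence ratio.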
TRPC6 act = activates the mouse TRPC6 cation channel; Q61143; HEK293-TRPC6 membrane potential dye fluorescence; stronger effect = higher value; B-score at 10 µM; 0.13% of 310,000 active;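 active = B-score of the integrated fluorescence ratio above library mean plus 3 SD, and starting fluorescence ratio within library mean plus 5 SD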;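 also: higher score means more depolarization so channel activation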
Target sequence (Q61143 whole entry, looked up): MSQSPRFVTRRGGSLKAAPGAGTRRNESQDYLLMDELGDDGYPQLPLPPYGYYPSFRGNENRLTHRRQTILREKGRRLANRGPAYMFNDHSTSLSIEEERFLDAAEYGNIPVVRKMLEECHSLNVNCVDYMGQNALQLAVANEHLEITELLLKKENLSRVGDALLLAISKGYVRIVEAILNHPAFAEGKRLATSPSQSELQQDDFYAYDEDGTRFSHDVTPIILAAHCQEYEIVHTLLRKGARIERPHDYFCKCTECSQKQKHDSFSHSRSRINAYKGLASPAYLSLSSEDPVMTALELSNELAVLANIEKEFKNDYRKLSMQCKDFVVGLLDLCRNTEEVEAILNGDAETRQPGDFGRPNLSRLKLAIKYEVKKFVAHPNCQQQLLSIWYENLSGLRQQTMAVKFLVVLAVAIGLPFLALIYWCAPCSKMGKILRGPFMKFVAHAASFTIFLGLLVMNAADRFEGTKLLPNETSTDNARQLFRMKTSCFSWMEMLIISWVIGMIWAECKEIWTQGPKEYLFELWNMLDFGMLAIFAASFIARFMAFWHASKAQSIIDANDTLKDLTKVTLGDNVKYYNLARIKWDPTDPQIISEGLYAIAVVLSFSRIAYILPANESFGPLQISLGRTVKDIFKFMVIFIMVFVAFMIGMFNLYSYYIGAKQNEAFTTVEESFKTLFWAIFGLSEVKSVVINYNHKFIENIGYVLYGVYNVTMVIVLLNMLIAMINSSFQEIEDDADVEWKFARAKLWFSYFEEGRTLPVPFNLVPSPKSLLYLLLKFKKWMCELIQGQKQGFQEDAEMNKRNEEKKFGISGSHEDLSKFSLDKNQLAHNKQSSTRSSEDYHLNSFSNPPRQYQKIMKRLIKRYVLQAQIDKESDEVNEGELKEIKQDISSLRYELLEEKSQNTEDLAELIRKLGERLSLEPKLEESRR
MrgX1 agonist = agonists of human MrgX1 receptor; B-score at 10 µM; 0.44% of 310,000 active; MrgX1-HEK293 cells, Fluo-4 calcium fluorescence, agonist mode; stronger effect = higher value;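 active = calcium response B-score plate-corrected fluorescence ratio at least 3 library SD, with starting fluorescence B-score inside 5 SD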
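System – MrgX1-expressing HEK293 cells · Incubation – cells plated overnight, dye loaded 0.5 h 37 °C, 0.5 h room temperature · Technique – kinetic Fluo-4 NW fluorescence of intracellular calcium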
MrgX1 allo act = human MrgX1 positive allosteric modulation, primary screen | MrgX1-HEK293, Fluo-4 calcium flux, FDSS; stronger effect = higher value | 0.63% of 310,000 active | B-score at 10 µM;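 active = plate-corrected calcium response at least 3 library SD above typical, normal starting fluorescence, not activating the receptor alone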;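 also: compound read alongside a low EC10 to EC30 dose of BAM8-22 agonist; peak minus trough fluorescence over baseline measured at the second addition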
RGS4 block = human RGS4 inhibition; P49798; HEK293 M3R/RGS4 inducible, Fluo-4 calcium flux; stronger effect = higher value; triggered by carbachol at its EC20; B-score at 10 µM; 0.45% of 310,000 active;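 active = B-score, a plate-corrected calcium signal, over three deviations above library mean, with baseline fluorescence within five deviations of library mean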;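 also: RGS4 expression induced by doxycycline in cells with stable M3 receptor; B-score is computed from the integrated fluorescence ratio over baseline after carbachol; higher B-score means a larger calcium signal and so more RGS4 inhibition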
Target sequence (P49798 whole entry, looked up): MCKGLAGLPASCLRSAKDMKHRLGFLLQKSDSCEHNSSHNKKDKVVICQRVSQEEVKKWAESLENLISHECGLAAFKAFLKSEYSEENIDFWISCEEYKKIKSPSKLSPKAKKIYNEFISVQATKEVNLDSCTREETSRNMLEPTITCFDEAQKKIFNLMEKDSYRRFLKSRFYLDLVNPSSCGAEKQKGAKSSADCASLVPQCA
RGS4 pot = potentiators or activators of RGS4 | HEK293 M3R/inducible RGS4, carbachol calcium flux Fluo4; stronger effect = lower value | B-score at 10 µM | 0.92% of 310,000 active | AID 463111;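 active = B-score of the integrated calcium signal more than 4 SD below the library mean, with starting fluorescence not abnormally high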;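 also: negative B-score means reduced calcium response which marks RGS4 activation or potentiation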
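Assay system: HEK293 FlpIn-TREx cells, stable M3R, doxycycline-inducible RGS4 / Probe or stimulus: carbachol, ECmax concentration / Times: overnight RGS4 induction, 30 min dye load 37 °C, 20 min compound RT / Signal: kinetic calcium fluorescence imaging with Fluo4-AM dye, 2 µM / Measure: Agonist-evoked peak-minus-minimum fluorescence over baseline, integrated ratio, B score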
HIF act = HIF pathway transcriptional activation; U2OS HRE-luciferase reporter, luminescence; normalized: DMSO 0%, desferrioxamine 100%; activation, % at 7.5 µM (by protocol); 0.32% of 300,000 active;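 active = mean activation of at least 10% of the iron chelator positive control signal, with at least half of replicates also reaching 10%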
TRPC6 inh = blocks the mouse TRPC6 cation channel; Q61143; HEK293-TRPC6, membrane potential dye, ACh-evoked depolarization; stronger effect = lower value; B-score at 10 µM; 1.1% of 310,000 active;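 active = B-score under library mean minus 3 SD, initial fluorescence not abnormally high, positive integrated signal ratio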;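 also: B-score derived from integrated fluorescence ratio over the kinetic read; more negative B-score means stronger inhibition of depolarization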
SKKanGAS inh = blocks kanamycin growth of S. pyogenes SKKanGAS strain. inhibition, % at 7.5 µM. BacTiter-Glo, 6 h. 1.3% of 300,000 active;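 active = mean replicate score, as percent of positive control median, at least 50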;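 also: strain carries kanamycin resistance gene driven by streptokinase promoter and grows in 40 µg/ml kanamycin; loss of luminescence reflects streptokinase promoter inhibition or plain growth inhibition; 0% = median of DMSO wells and 100% = positive control at its reference dose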
An asterisk follows results filed as active.

Cc1cc2cc(OCc3ccccc3)ccc2n1C was read as Platelet DG rel 17.6, MrgX1 antag inactive, TRPC4 block inactive, TRPC6 act inactive, MrgX1 agonist inactive, MrgX1 allo act inactive, RGS4 block inactive, RGS4 pot inactive, HIF act -0.8, TRPC6 inh inactive and SKKanGAS inh -0.7.
`CCc1nc2sc3c(c2c(=S)[nH]1)CC(C)(C)OC3` gave Platelet DG rel -0.2, TRPC4 block inactive, TRPC6 act inactive, RGS4 block inactive, RGS4 pot inactive, HIF act 0.4, TRPC6 inh inactive and SKKanGAS inh -10.9.
For O=C(NC1CCN(Cc2ccc3ccccc3c2)CC1)c1ccccc1 the results were Platelet DG rel 3.9, MrgX1 antag inactive, TRPC4 block inactive, TRPC6 act inactive, MrgX1 agonist inactive, MrgX1 allo act inactive, RGS4 block inactive, RGS4 pot inactive, HIF act -0.3, TRPC6 inh inactive and SKKanGAS inh 1.2.
CCOC(=O)NC(=O)/C(C#N)=N/Nc1c(F)cccc1F was read as Platelet DG rel -3.5, MrgX1 antag inactive, TRPC4 block inactive, TRPC6 act inactive, MrgX1 agonist inactive, MrgX1 allo act inactive, RGS4 block inactive, RGS4 pot inactive, HIF act 0.0, TRPC6 inh inactive and SKKanGAS inh -0.4.
For Cn1cc(Cl)c(-c2n[nH]c(=S)n2-c2ccc(F)cc2)n1 the results were Platelet DG rel -1.0, MrgX1 antag inactive, TRPC4 block inactive, TRPC6 act inactive, MrgX1 agonist inactive, MrgX1 allo act inactive, RGS4 block inactive, RGS4 pot inactive, HIF act -0.4, TRPC6 inh inactive and SKKanGAS inh -1.8.
`COc1ccc(C=O)cc1OC(=O)C1(C)Cc2ccccc2C(=O)O1` (centres undefined) gave Platelet DG rel 34.4, MrgX1 antag inactive, TRPC4 block inactive, TRPC6 act inactive, MrgX1 agonist inactive, MrgX1 allo act inactive, RGS4 block inactive, RGS4 pot inactive, HIF act 0.2, TRPC6 inh inactive and SKKanGAS inh -9.0.
COC(=O)C(C)n1cnc2c(nnn2Cc2ccc(Cl)cc2)c1=O (centres undefined) was read as Platelet DG rel -0.6, MrgX1 antag inactive, TRPC4 block inactive, TRPC6 act inactive, MrgX1 agonist inactive, MrgX1 allo act inactive, RGS4 block inactive, RGS4 pot inactive, HIF act -0.2, TRPC6 inh inactive and SKKanGAS inh 6.7.
`Cc1ccc(S(=O)(=O)Nc2c(C(=O)O)[nH]c3ccccc23)c(C)c1` gave Platelet DG rel -0.2, MrgX1 antag inactive, TRPC4 block inactive, TRPC6 act inactive, MrgX1 agonist inactive, MrgX1 allo act inactive, RGS4 block inactive, RGS4 pot inactive, HIF act 0.8, TRPC6 inh inactive and SKKanGAS inh -3.9.
For O=C(CSc1nnc2n1CCCN2)c1ccc([N+](=O)[O-])cc1 the results were Platelet DG rel 0.0, MrgX1 antag inactive, TRPC4 block inactive, TRPC6 act inactive, MrgX1 agonist inactive, MrgX1 allo act inactive, RGS4 block inactive, RGS4 pot inactive, HIF act 0.4, TRPC6 inh inactive and SKKanGAS inh -0.5.
Cc1cc(C(=O)Cn2nnc3ccccc3c2=O)c(C)n1Cc1cccs1 was read as Platelet DG rel -1.2, MrgX1 antag inactive, TRPC4 block inactive, TRPC6 act inactive, MrgX1 agonist inactive, MrgX1 allo act inactive, RGS4 block inactive, RGS4 pot inactive, HIF act -1.2, TRPC6 inh inactive and SKKanGAS inh 1.0.
COc1ccc(CCNC(=O)c2cc(-c3cc(C)cc(C)c3O)n[nH]2)cc1OC was read as Platelet DG rel -17.1, MrgX1 antag inactive, TRPC4 block inactive, TRPC6 act inactive, MrgX1 agonist inactive, MrgX1 allo act inactive, RGS4 block inactive, RGS4 pot inactive, HIF act -0.8, TRPC6 inh inactive and SKKanGAS inh 8.1.
Screening CN(C)c1ccc(C(=O)NNC(=O)c2ccc(Cl)cc2)cc1 returned Platelet DG rel -2.8, MrgX1 antag inactive, TRPC4 block inactive, TRPC6 act inactive, MrgX1 agonist inactive, MrgX1 allo act inactive, RGS4 block inactive, RGS4 pot inactive, HIF act -0.2, TRPC6 inh inactive and SKKanGAS inh 49.5.
`COCC(C)n1c(SCC(=O)NC(=O)Nc2ccc3c(c2)OCCO3)nc2ccccc2c1=O` (centres undefined) gave Platelet DG rel 5.0, MrgX1 antag inactive, TRPC4 block inactive, TRPC6 act inactive, MrgX1 agonist inactive, MrgX1 allo act inactive, RGS4 block inactive, RGS4 pot inactive, HIF act 0.6, TRPC6 inh inactive and SKKanGAS inh 11.0.
Screening OCCN1CCN(c2cc(C(F)(F)F)nc3c(F)cccc23)CC1 returned Platelet DG rel -0.4, MrgX1 antag inactive, TRPC4 block inactive, TRPC6 act inactive, MrgX1 agonist inactive, MrgX1 allo act inactive, RGS4 block inactive, RGS4 pot inactive, HIF act 0.0, TRPC6 inh inactive and SKKanGAS inh 1.7.
Screening O=C(/C=C/c1ccc2ccccc2c1)c1ccoc1 returned Platelet DG rel 0.3, MrgX1 antag inactive, TRPC4 block inactive, TRPC6 act inactive, MrgX1 agonist inactive, MrgX1 allo act inactive, RGS4 block inactive, RGS4 pot inactive, HIF act 2.5, TRPC6 inh inactive and SKKanGAS inh -2.4.
CC(C)Oc1ccc(CNC(=O)c2ccc3c(c2)N(C)CCS3)cc1 was read as Platelet DG rel 57.2*, MrgX1 antag inactive, TRPC4 block inactive, TRPC6 act inactive, MrgX1 agonist inactive, MrgX1 allo act inactive, RGS4 block inactive, RGS4 pot inactive, HIF act 0.3, TRPC6 inh inactive and SKKanGAS inh 4.8.
Screening O=C(NCc1ccc(F)cc1)C(=O)NCC1CCCN1S(=O)(=O)c1ccccc1 (centres undefined) returned Platelet DG rel 8.8, MrgX1 antag inactive, TRPC4 block inactive, TRPC6 act inactive, MrgX1 agonist inactive, MrgX1 allo act inactive, RGS4 block inactive, RGS4 pot inactive, HIF act 0.2, TRPC6 inh inactive and SKKanGAS inh -2.9.
Screening Cc1ccc(NC(=O)COC(=O)/C=C/c2c(C)nn(-c3ccc(F)cc3)c2Cl)cc1F returned Platelet DG rel 32.3, MrgX1 antag -5.4*, TRPC4 block inactive, TRPC6 act inactive, MrgX1 agonist inactive, MrgX1 allo act inactive, RGS4 block inactive, RGS4 pot inactive, HIF act -0.4, TRPC6 inh inactive and SKKanGAS inh -2.9.
For COc1ccc(-c2csc3nc(C(C)(C)C)oc(=O)c23)cc1OC the results were Platelet DG rel -9.3, MrgX1 antag inactive, TRPC4 block inactive, TRPC6 act inactive, MrgX1 agonist inactive, MrgX1 allo act inactive, RGS4 block inactive, RGS4 pot inactive, HIF act -0.5, TRPC6 inh inactive and SKKanGAS inh -19.2.
Screening O=C(CCNC(=O)C1CCN(S(=O)(=O)c2ccc(F)cc2)CC1)NCc1cccc(Cl)c1 returned Platelet DG rel 0.4, MrgX1 antag inactive, TRPC4 block inactive, TRPC6 act inactive, MrgX1 agonist inactive, MrgX1 allo act inactive, RGS4 block inactive, RGS4 pot inactive, HIF act -0.8, TRPC6 inh inactive and SKKanGAS inh 0.7.
For O=C(NCCOc1ccccc1)C1CCCCC1 the results were Platelet DG rel -2.5, MrgX1 antag inactive, TRPC4 block inactive, TRPC6 act inactive, MrgX1 agonist inactive, MrgX1 allo act inactive, RGS4 block inactive, RGS4 pot inactive, HIF act 1.6, TRPC6 inh inactive and SKKanGAS inh -2.1.
Screening COc1cc(-c2nnc(-c3cccnc3)o2)cc(OC)c1OC returned Platelet DG rel 3.0, MrgX1 antag inactive, TRPC4 block inactive, TRPC6 act inactive, MrgX1 agonist inactive, MrgX1 allo act inactive, RGS4 block inactive, RGS4 pot inactive, HIF act 0.0, TRPC6 inh inactive and SKKanGAS inh -2.4.
For CCn1c(C)nnc1SCC(=O)Nc1cccc(Cl)c1 the results were Platelet DG rel 9.2, MrgX1 antag inactive, TRPC4 block inactive, TRPC6 act inactive, MrgX1 agonist inactive, MrgX1 allo act inactive, RGS4 block inactive, RGS4 pot inactive, HIF act -3.5, TRPC6 inh inactive and SKKanGAS inh -4.7.
`COc1ccc(NC(=O)NCc2ccccn2)c(OC)c1` gave Platelet DG rel 6.1, MrgX1 antag inactive, TRPC4 block inactive, TRPC6 act inactive, MrgX1 agonist inactive, MrgX1 allo act inactive, RGS4 block inactive, RGS4 pot inactive, HIF act 0.2, TRPC6 inh inactive and SKKanGAS inh 31.0.
For O=C(Nc1ncnc2sc3c(c12)CCCC3)c1ccncc1 the results were Platelet DG rel -0.9, MrgX1 antag inactive, TRPC4 block inactive, TRPC6 act inactive, MrgX1 agonist inactive, MrgX1 allo act inactive, RGS4 block inactive, RGS4 pot inactive, HIF act 0.1, TRPC6 inh inactive and SKKanGAS inh 4.7.
For CCCN(Cc1ccccc1)C(=S)NC(=O)c1ccccc1[N+](=O)[O-] the results were Platelet DG rel -1.3, MrgX1 antag inactive, TRPC4 block inactive, TRPC6 act inactive, MrgX1 agonist inactive, MrgX1 allo act inactive, RGS4 block inactive, RGS4 pot inactive, HIF act -0.4, TRPC6 inh inactive and SKKanGAS inh 17.7.
For CCCn1c(C)cc(=O)c2cc(NC(=O)c3cnccn3)ccc21 the results were MrgX1 antag inactive, TRPC4 block inactive, TRPC6 act inactive, MrgX1 agonist inactive, MrgX1 allo act inactive, RGS4 block inactive, RGS4 pot inactive, HIF act -0.4, TRPC6 inh -12.1* and SKKanGAS inh 2.9.
Screening Cc1ccc2c(C(=O)CN3CCOCC3)c(C)[nH]c2c1 returned Platelet DG rel -2.4, MrgX1 antag inactive, TRPC4 block inactive, TRPC6 act inactive, MrgX1 agonist inactive, MrgX1 allo act inactive, RGS4 block inactive, RGS4 pot inactive, HIF act -0.2, TRPC6 inh inactive and SKKanGAS inh -3.3.
For CCOc1ccccc1NC(=O)c1nc[nH]c1C(=O)Nc1ccccc1OCC the results were Platelet DG rel 9.6, MrgX1 antag inactive, TRPC4 block inactive, TRPC6 act inactive, MrgX1 agonist inactive, MrgX1 allo act inactive, RGS4 block inactive, RGS4 pot inactive, HIF act 1.0, TRPC6 inh inactive and SKKanGAS inh 0.4.
For O=C(c1ccccc1)N1CCN(C(=O)c2ccccc2)CC1 the results were Platelet DG rel -2.8, MrgX1 antag inactive, TRPC4 block inactive, TRPC6 act inactive, MrgX1 agonist inactive, MrgX1 allo act inactive, RGS4 block inactive, RGS4 pot inactive, HIF act 0.0, TRPC6 inh inactive and SKKanGAS inh 5.6.
